MITF inh: inhibitors of human MITF; inhibition, % at 2.6 µM; actives 0.91% (n = 650,000); AlphaScreen MITF homodimerization, bead proximity signal; O75030; in the data active = inhibition above about 50%;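 note: 0% = vehicle wells with protein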
TEAD-YAP inh: TEAD-YAP interaction inhibition. actives 1.4% (n = 640,000). inhibition, % at 9.12 µM. HEK-TIYL cells, TEAD-Gal4/YAP UAS-luciferase luminescence. AID 1259422; in the data active = inhibition above about 32%;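 note: 0% = median of test compound wells and 100% = reference inhibitor wells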
FBW7 activator: activators of human E3 ligase FBW7. Q969H0. AlphaScreen FBW7–phospho-cyclin E peptide binding, activator screen. normalized activity (activation), % at 26.1 µM. actives 0.13% (n = 650,000). AID 1259310; in the data active = normalized activity above about 1.9%;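 note: purified mutant Fbw7 with reduced substrate affinity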
Target sequence (Q969H0 whole entry, looked up): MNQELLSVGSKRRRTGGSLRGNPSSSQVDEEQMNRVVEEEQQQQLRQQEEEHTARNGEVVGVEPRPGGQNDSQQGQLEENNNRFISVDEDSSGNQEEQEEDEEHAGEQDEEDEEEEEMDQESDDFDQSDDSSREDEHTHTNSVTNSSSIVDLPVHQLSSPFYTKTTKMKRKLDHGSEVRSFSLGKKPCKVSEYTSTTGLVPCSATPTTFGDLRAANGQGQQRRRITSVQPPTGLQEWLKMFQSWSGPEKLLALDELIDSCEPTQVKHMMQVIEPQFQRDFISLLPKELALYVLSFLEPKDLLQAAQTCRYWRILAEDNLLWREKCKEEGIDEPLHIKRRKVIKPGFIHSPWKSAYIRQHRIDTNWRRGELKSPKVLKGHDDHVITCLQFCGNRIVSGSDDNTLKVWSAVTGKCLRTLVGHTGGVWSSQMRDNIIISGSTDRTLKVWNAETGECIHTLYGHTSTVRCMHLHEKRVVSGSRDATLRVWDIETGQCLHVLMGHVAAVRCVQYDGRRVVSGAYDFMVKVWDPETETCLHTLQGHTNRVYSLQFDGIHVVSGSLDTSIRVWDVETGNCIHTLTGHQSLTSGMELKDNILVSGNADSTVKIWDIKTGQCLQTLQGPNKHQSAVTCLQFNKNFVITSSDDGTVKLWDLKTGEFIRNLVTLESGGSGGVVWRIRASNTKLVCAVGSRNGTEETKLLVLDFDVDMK
GPR151 activ: activates the human receptor GPR151; PathHunter beta-arrestin GPR151 cells, luminescence; activation, % at 11.2 µM; actives 1% (n = 650,000); Q8TDV0; in the data active = activation above about 4.9%;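 note: 0% = median of compound wells and 100% = cells with positive control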
Target sequence (Q8TDV0 whole entry, looked up): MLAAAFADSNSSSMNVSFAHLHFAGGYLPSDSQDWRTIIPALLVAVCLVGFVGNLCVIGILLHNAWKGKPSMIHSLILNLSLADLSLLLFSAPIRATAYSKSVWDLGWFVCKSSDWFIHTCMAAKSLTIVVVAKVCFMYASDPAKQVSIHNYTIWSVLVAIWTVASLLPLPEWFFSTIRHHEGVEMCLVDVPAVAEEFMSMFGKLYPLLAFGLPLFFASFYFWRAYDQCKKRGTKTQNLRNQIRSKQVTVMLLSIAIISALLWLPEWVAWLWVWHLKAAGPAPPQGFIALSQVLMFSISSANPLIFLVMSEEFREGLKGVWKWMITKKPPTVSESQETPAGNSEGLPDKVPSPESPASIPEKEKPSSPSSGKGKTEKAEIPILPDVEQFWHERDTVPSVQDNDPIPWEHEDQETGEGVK
* hit, by the source's call; & = joins results of further samples.

SMILES	MITF inh	TEAD-YAP inh	FBW7 activator	GPR151 activ
CC1(C)O[C@@H]2CC3C4C[C@H](F)C5=CC(=O)C=CC5(C)C4C(O)CC3(C)[C@]2(C(=O)CO)O1 (some centres not stated)	25&14	0	0.0&0.2	-1.6&-2.3
NNC(=O)c1nnn(-c2nonc2N)c1CN1CCCCC1	-17	10	-0.1	0.3
O=C1N/C(=C\c2ccc(N3CCCC3)c(F)c2)C(=O)N1Cc1ccc(F)cc1	6	-1	0.3	-1.1
O=[N+]([O-])c1ccc(N2CCC(Cc3ccccc3)CC2)c(S(=O)(=O)N2CCOCC2)c1	19	3	-0.1	1.6
Cc1n[nH]c(=O)nc1NCCN1CCOCC1	7	3	0.2	2.3
COc1ccccc1NC(=O)C1=C(C)NC2=C(C(=O)CC(C)(C)C2)C1c1ccc(O)cc1 (configuration not stated)	-15	-10	0.2	-1.7
Cc1ccc(C2CC(C(F)(F)F)n3ncc(C(=O)NC4CCCCC4)c3N2)cc1 (configuration not stated)	29	-4	0.2	0.6
Cc1ccc(C)c(NC(=O)CCNc2c(N3CCCC3)c(=O)c2=O)c1	1	7	0.2	1.2
CC1=C(C(=O)OCC(F)(F)F)C(c2ccccc2)NC(=O)N1 (configuration not stated)	9	0	0.2	-0.2
CC(C)C(Nc1c([N+](=O)[O-])cc(C(=O)O)cc1[N+](=O)[O-])C(=O)O (configuration not stated)	-5	-3	0.0	-0.2
COc1ccccc1CNC(=O)c1ccc2nc(-c3ccccc3NC(C)=O)c(=O)[nH]c2c1	-4	-3	0.0	1.3
O=C1N[C@@H](Cc2ccccc2)C(=O)N2CCN(C(=O)c3cccc4ccccc34)C[C@H]12	8	4	0.2	1.9
COc1ccc(NC(=O)CCN2CCN(c3ccccc3)CC2)cc1	6	14	0.3	-1.2
CC(C)C(=O)N1CCN(c2ccc(NC(=O)c3cccnc3Cl)cc2)CC1	20	13	0.3	-0.5
COC(=O)c1sc(NC(=O)c2ccc(Br)o2)c(C(=O)OC)c1C	1	-7	-0.1	0.7
O=C(Nc1ccc(CN2CCN(c3ccccn3)CC2)cc1)c1ccc(F)c(F)c1	-3	-59	-0.2	-1.5
CC(=O)NC(Cc1ccccc1F)C(=O)NC1CCN(C(=O)c2cnccn2)CC1 (configuration not stated)	24	3	0.3	-1.1
COCCCNC(=O)c1cc(S(=O)(=O)N2CCCCC2)c[nH]1	22	9	0.5	1.7
COC(=O)COc1ccc2c(=O)c(-c3ccc(Cl)cc3)coc2c1	-6	-9	-0.4	-0.2
CCc1ccc(CNC(=O)CC2C(=O)NCCN2Cc2ccc(F)c(F)c2)nc1 (configuration not stated)	3	3	0.1	1.0
O=C(Nc1cccc(-c2cn3ccccc3n2)c1)c1ccccc1Br	0	-29	0.0	0.9
CC12CCC(C(=O)Nc3ccc4c(c3)OCO4)(C(=O)C1=O)C2(C)C (configuration not stated)	1	-2	-0.1	0.9
CC(C)c1ccc(N2C(=O)c3ccc(C(=O)O)cc3C2=O)cc1	-1	-5	-0.2	-0.3
Cc1cc(Cl)ccc1NC(=O)CN(c1cccc2ccccc12)S(C)(=O)=O	-4	2	0.0	1.8
Cc1nc2c(C(=O)NCc3ccccc3)cnn2c(C)c1Cc1ccc(Cl)cc1	6	2	-0.2	0.1
Additional records follow.
SMILES	MITF inh	TEAD-YAP inh	FBW7 activator	GPR151 activ
O=C(O)CCCn1nc(C(F)(F)F)c2c1CCCCC2	7	4	0.0	-0.2
Cc1cc(NC(=O)c2cccc(F)c2)n(-c2ncnc3c2cnn3-c2cccc(Cl)c2)n1	0	4	-0.1	-0.6
O=C1C2C3C=CC(C3)C2C(=O)N1c1ccc(S(=O)(=O)Nc2nccs2)cc1 (configuration not stated)	4	1	-0.1	4.2
CC1Sc2cc(S(=O)(=O)CCC(=O)Nc3ccc(C(C)C)cc3)ccc2NC1=O (configuration not stated)	5	17	0.6	-0.2
CCN(CC)CCCN1C(=O)C2C(C(=O)Nc3cccc(Cl)c3)C3C=CC2(O3)C1C(=O)NC1CCCCC1 (configuration not stated)	5	3	0.1	0.5
O=C(/C=C/c1ccc2c(c1)OCO2)N1CCN(Cc2nc(-c3ccco3)cs2)CC1	11	-25	0.1	0.0
O=C(CSc1ccccc1)N(c1ccccc1)c1nccs1	15	-7	0.1	-0.9
COc1cccc(-c2nnc(SCC(=O)NC(C)c3ccccc3)n2-c2ccccc2)c1 (configuration not stated)	-6	2	-0.2	0.1
CC12CCC(c3n[nH]c(=S)nc31)C2(C)C (configuration not stated)	22	-1	0.5	-0.9
Cc1sc(NC(=O)c2ccccc2)c(C#N)c1-c1ccccc1	-5	-73	-0.1	0.7
C=CCNC(=S)Nc1cccc(C(=O)O)c1	0	-11	0.1	-0.5
CCS(=O)(=O)Nc1cc([N+](=O)[O-])ccc1OC	-6	7	0.0	0.3
CC(C)CC(C(=O)N1CCCCC1)N1C(=O)c2cc(Cl)c(Cl)cc2C1=O (configuration not stated)	3	3	-0.1	-0.4
CCN(CC)c1ccc(C2C=Cc3ccccc3N2C(=O)c2ccccc2)cc1 (configuration not stated)	5	-13	-0.1	0.9
COC(=O)C(C)N(C#N)c1nc(N(C)C)nc(N(C)C)n1 (configuration not stated)	9	9	0.0	0.6
Cc1ccc(SC2CC(=O)N(c3ccc(F)cc3F)C2=O)cc1 (configuration not stated)	-8	0	0.0	9.8*
Cc1cc2nnc(SCC(=O)Nc3sc4c(c3C(N)=O)CCC4)n2c2ccccc12	-1	6	0.0	1.9
O=C1NCC(O)=C1C=NCc1ccc(Cl)cc1	17	-4	0.9	0.1
CC(C)Cn1c(=O)[nH]c2nc(-c3ccco3)cnc21	0	1	0.3	1.3
Cc1ccc(S(=O)(=O)N2CCN(c3nc4ccccc4n3C)CC2)cc1	-15	6	-0.1	-1.0
CC1(C)C2CC=C(/C=N/Nc3ccc(S(=O)(=O)N4CCOCC4)cc3[N+](=O)[O-])C1C2 (configuration not stated)	12	4	-0.2	1.0
Cc1ccc(NC(=O)c2ccno2)c(C(=O)c2ccccc2)c1	-11	-7	-0.2	-0.4
N#Cc1cc(Oc2ccc(Br)cc2)c(N2CCOCC2)cc1C#N	-9	-12	0.5	1.6
COCCN(CCOC)S(=O)(=O)c1ccc(C(=O)Nc2nc(-c3ccccc3)c(C(C)=O)s2)cc1	-4	-7	0.0	0.9
CC(C)C(=O)N1CCN(c2cccc3c2C(=O)N(Cc2cccc(F)c2)C3=O)CC1	-2	-8	-0.6	0.6

4 entries from above, field by field:
structure: CC1(C)C2CC=C(/C=N/Nc3ccc(S(=O)(=O)N4CCOCC4)cc3[N+](=O)[O-])C1C2 (configuration not stated)
  MITF inh: 12
  TEAD-YAP inh: 4
  FBW7 activator: -0.2
  GPR151 activ: 1.0

structure: Cc1ccc(NC(=O)c2ccno2)c(C(=O)c2ccccc2)c1
  MITF inh: -11
  TEAD-YAP inh: -7
  FBW7 activator: -0.2
  GPR151 activ: -0.4

structure: N#Cc1cc(Oc2ccc(Br)cc2)c(N2CCOCC2)cc1C#N
  MITF inh: -9
  TEAD-YAP inh: -12
  FBW7 activator: 0.5
  GPR151 activ: 1.6

structure: COCCN(CCOC)S(=O)(=O)c1ccc(C(=O)Nc2nc(-c3ccccc3)c(C(C)=O)s2)cc1
  MITF inh: -4
  TEAD-YAP inh: -7
  FBW7 activator: 0.0
  GPR151 activ: 0.9

Pulled by compound from the list above, 4 records:
SMILES	MITF inh	TEAD-YAP inh	FBW7 activator	GPR151 activ
CC(C)CC(C(=O)N1CCCCC1)N1C(=O)c2cc(Cl)c(Cl)cc2C1=O (configuration not stated)	3	3	-0.1	-0.4
CCN(CC)CCCN1C(=O)C2C(C(=O)Nc3cccc(Cl)c3)C3C=CC2(O3)C1C(=O)NC1CCCCC1 (configuration not stated)	5	3	0.1	0.5
CC1Sc2cc(S(=O)(=O)CCC(=O)Nc3ccc(C(C)C)cc3)ccc2NC1=O (configuration not stated)	5	17	0.6	-0.2
COCCN(CCOC)S(=O)(=O)c1ccc(C(=O)Nc2nc(-c3ccccc3)c(C(C)=O)s2)cc1	-4	-7	0.0	0.9

Next part:
SMILES	MITF inh	TEAD-YAP inh	FBW7 activator	GPR151 activ
CCc1ccc(-n2c(SCC(=O)N(CC)CC)nc3n[nH]c(C)c3c2=N)cc1	9	-5	-0.1	-1.0
CCC(=O)N1CCc2nc3c(C)cccn3c(=O)c2C1	9	0	0.0	-1.4
Cc1ccc(C)c(C(=O)COC(=O)[C@@H](NS(=O)(=O)/C=C/c2ccccc2)C(C)C)c1	6	1	0.1	0.1
COc1ccccc1C1NC(=O)NC(C)=C1C(=O)Nc1ccc(C)c(Cl)c1 (configuration not stated)	13	3	0.2	0.2
CN1CCN(C(=O)c2ccc3cc[nH]c3c2)CC1	7	-4	-0.2	1.6
COc1ccc(CN2CCN(CC3CC4C=CC3C4)CC2)c(OC)c1OC (configuration not stated)	71*	2	-0.1	-0.5
CC(C)OC(=O)c1cccc(NC(=O)CSc2nncn2C)c1	13	3	0.1	-0.7
Cc1oc(-c2ccccc2)cc1C(=O)N1CCN(c2ccc([N+](=O)[O-])c(N3CCCC3)c2)CC1	10	11	-0.3	0.1
O=C(COC(=O)c1cc(=O)c2ccccc2o1)NC(=O)c1ccc(OC(F)F)cc1	8	8	-0.2	-0.1
N#Cc1c(C(F)(F)F)cc(-c2cccs2)nc1SCC(=O)Nc1cccc(C(F)(F)F)c1	10	-1	0.0	0.4
CCN(CC)c1ccc2cc(-c3nnc(Nc4ccc(Oc5ccc(Cl)c6ccccc56)c(Cl)c4)s3)c(=O)oc2c1	5	3	0.0	-0.5
COCc1cc(C)n(CC(=O)NC(C)c2ccccc2)c(=O)c1C#N (configuration not stated)	3	-3	-0.1	0.0
O=C(CSc1nnc2c(n1)[nH]c1ccccc12)NCCc1ccccc1	0	10	-0.1	-0.5
O=C(NCCc1ccc(O)cc1)c1ccc2nc(Nc3ccc4ncccc4c3)sc2c1	-7	1	0.1	-0.9
Cc1ccc2oc(-c3ccc(NC(=O)c4ccccc4F)cc3)nc2c1	9	-14	0.1	-0.3
O=C(/C=C/c1ccccc1)Nc1nnc(C(F)(F)F)s1	5	3	0.4	0.8
COc1ccc(Cn2nnnc2CN2CCC(O)(c3ccc(F)cc3)CC2)cc1	10	3	0.1	0.1
COCCNC(=O)C1CCCN(S(=O)(=O)c2ccccc2)C1 (configuration not stated)	-3	2	-0.1	2.6
COc1ccc(OC)c(/C=N/n2cnnc2-n2nc(C)cc2C)c1	18	3	0.2	1.6
NC(=O)c1sc2nc(Cc3ccccc3)cc(C(F)(F)F)c2c1N	12	-7	0.1	-1.0
O=C(NCc1ccccn1)C(=O)NCC1CCCO1 (configuration not stated)	5	-3	0.0	0.7
CC(=O)c1ccc2c(c1)OCCOCCOc1ccccc1OCCOCCO2	-5	4	0.0	1.7
Cc1ccc(S(=O)(=O)CCC(=O)Nc2cccc(C(F)(F)F)c2)cc1	4	3	0.0	2.4
CN1CCCCCC1=NC1=C(C#N)CCC1	-7	-1	0.0	1.3
Cc1nc(N2CCCC(NCC(C)(C)CO)CC2)nc2ccc(F)cc12 (configuration not stated)	6	1	0.3	0.0

The final two records of the part above come first, to join the parts:
SMILES	MITF inh	TEAD-YAP inh	FBW7 activator	GPR151 activ
CN1CCCCCC1=NC1=C(C#N)CCC1	-7	-1	0.0	1.3
Cc1nc(N2CCCC(NCC(C)(C)CO)CC2)nc2ccc(F)cc12 (configuration not stated)	6	1	0.3	0.0
COc1cc(Nc2ncnc3c2nc(N2CCN(Cc4ccc5c(c4)OCO5)CC2)n3C(C)C)cc(OC)c1OC	5	2	0.0	-0.8
Cc1cccc(Cn2c(=O)c3c(nc4n(Cc5ccco5)c(C)c(C)n34)n(C)c2=O)c1	-19	4	0.0	1.5
O=C(Nc1nc(C(=O)N2CCC(Cc3ccccc3)CC2)co1)C1CC1	5	0	0.0	-0.5
O=C(NCCc1nnc2n1CCN(Cc1cccc(F)c1)CC2)c1ccoc1	5	2	-0.1	-0.5
CCOC(=O)c1cc2c(=O)n3ccccc3nc2n(C)c1=NC(=O)c1ccco1	12	5	0.6	-0.6
CCc1sc(-c2c(C#N)c(N)nc3c2CCCCCC3)cc1[N+](=O)[O-]	18	1	0.1	0.1
CSc1nnc(NC(=O)c2cccc(C(F)(F)F)c2)s1	14	-14	0.1	-2.3
Cc1cc(C)n2nc(C(=O)OCC(=O)N(CC(C)C)CC(C)C)nc2n1	-3	-2	-0.1	1.4
Cc1ccc(NC(=O)c2sc3ncnc(N4CCN(c5ccccn5)CC4)c3c2C)cc1Cl	-5	-11	-0.1	-0.1
O=C(CNC(=O)c1ccc(Cl)cc1Cl)Nc1cccc(C(F)(F)F)c1	-3	6	0.0	1.1
CCN1C(=O)c2cccc3c(NC(=O)C4CCCN4S(=O)(=O)c4ccc(OC)cc4)ccc1c23 (configuration not stated)	6	-4	0.0	0.1
COc1ccccc1Oc1ccc([N+](=O)[O-])c2cnccc12	-1	-6	-0.3	-2.9
CC1=C(C(=O)OC(C)C)C(c2cccc(Cl)c2)C2=C(CCCC2=O)N1 (configuration not stated)	-3	-1	-0.1	-1.5
c1csc(C2=NN3C(C2)c2ccccc2OC32CCCC2)c1 (configuration not stated)	2	-17	0.1	-0.8
CCOC(=O)c1sc2ncn(Cc3ccc(C(F)(F)F)cc3)c(=O)c2c1C	9	-3	0.0	6.2*
CCOC(=O)c1cnc2c(C)cc(C)cc2c1Nc1cccc(C(=O)OC)c1	-2	13	0.1	-0.2
CCC(C)NC(=O)CN1C(=O)COc2ccccc21 (configuration not stated)	14	6	0.2	0.1
CCCCn1c(=N)n(CCO)c2ccccc21	4	4	0.3	-0.5
Cc1ccccc1Cn1cc(SCC(=O)N2CCCc3ccccc32)c2ccccc21	12	1	0.0	-2.1
Cc1ccccc1S(=O)(=O)N1CCN(C)CC1	2	6	1.3	-0.6
CN(C)S(=O)(=O)c1ccc(C(=O)Oc2ccc3nc(N4CCOCC4)sc3c2)cc1	-12	-16	-0.1	0.2
O=C1OC(C2CCCCC2)=N/C1=C\c1cccc([N+](=O)[O-])c1	10	-8	0.2	1.9
